Hsp70 activator: Hsp70 transcriptional activation, primary screen. 200,000 compounds, 0.04% hits. activation, % at 10 µM. HeLa Hsp70 promoter luciferase reporter, luminescence; scaled: vehicle 0, proteasome-inhibitor control 100%. AID 1203;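 active = activation above the mean across all tested compounds plus 3 SD, cutoff set per campaign, cut at about 5.5% in these data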;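 also: 100% = MG132 at 30 µM as the positive control and 0% = DMSO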
TLR4-MyD88 BLA: TLR4-MyD88 interaction inhibition in cells; O00206+Q99836; HeLa CL3-4 TLR4/MyD88 BLA complementation, FRET ratio; inhibition, % at 8.4 µM; 200,000 compounds, 0.18% hits; in the data active = inhibition above about 25%;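 also: 0% = vehicle and 100% = reference inhibitor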
Redox H2O2 prof: compounds producing H2O2 with reducing agent – biochemical, NIH compound library profiling, artefact control for MLSCN library redox annotation, primary screen; DTT-dependent redox cycling H2O2, phenol red/HRP absorbance; 100% = 100 µM peroxide control, 0% = buffer; activation, % at 10 µM; 200,000 compounds, 0.03% hits; AID 878;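 active = activation of at least 50% relative to the plate's high and low controls in the primary single-dose screen; inactive = activation below 50%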;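 also: compound incubated with DTT at 0.8 mM final as the reducing agent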
Lmaj promast: reduces viability of Leishmania major promastigotes | inhibition, % at 10 µM | 200,000 compounds, 9% hits | resazurin fluorescence viability | AID 1063;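 also: promastigotes grown with compound for 44 hours at 28 °C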
PMI act hi M6P: increases human PMI activity with near-saturating mannose 6-phosphate; AID 1216; 190,000 compounds, 0.34% hits; coupled PMI enzyme assay, resazurin fluorescence, 20 min; hits give high values; 1 = untreated enzyme, 0 = substrate-free blank; activation factor at 20 µM; P34949;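 active = activation factor of 2 or more at 20 µM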
Target sequence (P34949 whole entry, looked up): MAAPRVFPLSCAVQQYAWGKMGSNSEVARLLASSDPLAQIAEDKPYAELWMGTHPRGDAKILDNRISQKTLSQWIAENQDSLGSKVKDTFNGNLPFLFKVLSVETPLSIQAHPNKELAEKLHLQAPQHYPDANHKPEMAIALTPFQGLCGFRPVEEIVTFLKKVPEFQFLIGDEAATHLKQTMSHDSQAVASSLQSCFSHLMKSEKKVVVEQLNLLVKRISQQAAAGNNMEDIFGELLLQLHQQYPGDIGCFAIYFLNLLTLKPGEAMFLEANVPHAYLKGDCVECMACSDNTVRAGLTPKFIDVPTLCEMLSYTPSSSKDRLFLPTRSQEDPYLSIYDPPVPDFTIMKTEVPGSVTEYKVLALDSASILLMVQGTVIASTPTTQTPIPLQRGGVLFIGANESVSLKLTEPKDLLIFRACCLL
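Technique: Diaphorase-driven resazurin-to-resorufin fluorescence, excitation 544, emission 590 nm | Assay system: Human PMI in coupled enzyme assay | Times: Enzyme reaction with compound 20 min at room temperature | Medium: HEPES-buffered pH 7.4 with magnesium and detergent | Reagent: Mannose-6-phosphate 1.0 mM (near-saturating) plus 0.22 mM NADP+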
G6PDH CS: inhibits Leuconostoc G6PDH, flagging false hits in G6PDH-based assays; Purified L. mesenteroides G6PDH, diaphorase/resazurin coupled fluorescence, 45 min; inhibition, % at 5 µM; 200,000 compounds, 0.12% hits; AID 1020
RAM inhibit: blocks the yeast RAM network. S. cerevisiae dse1pr::URA3 reporter, 5-FOA growth OD615, 2 d; analog-sensitive cbk1-as2 kinase mutant strain. inhibition, % at 50 µM. 190,000 compounds, 1.8% hits. AID 868;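 active = inhibition above a set limit, 3 SD over mean compound inhibition, cut at about 8.4% in these data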;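 also: 0% = DMSO-only wells with no growth and 100% = 10 µM 1-NA-PP1 full growth; inhibition rescues growth on 5-FOA so higher OD means more RAM inhibition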
PMI activator: phosphomannose isomerase (human) activation; 190,000 compounds, 0.005% hits; P34949; purified human PMI, coupled resazurin fluorescence, 20 min; hits give high values; 1 = vehicle control, 0 substrate-free wells; activation factor at 20 µM;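 active = activation factor of 2 or more at 20 µM, relative to plate controls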
Diaph inh CS: diaphorase inhibition or chemical oxidation counter-screen | diaphorase resazurin-to-resorufin fluorescence, NADH, 16 min; bacterial (C. kluyveri) enzyme, not human | inhibition, % at 20 µM | 190,000 compounds, 0.69% hits;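 active = primary screen inhibition at 20 µM above a set limit, cut at about 50% in these data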;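 also: plate controls were DMSO with full reaction for no effect and wells lacking NADH for full effect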
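System: Diaphorase enzyme from Clostridium kluyveri | Amount: Enzyme working solution with 0.14 U/mL diaphorase | Benchmarks: No-NADH positive control and DMSO neutral control | Signal: Fluorescence of resorufin formed from resazurin, Ex 544/Em 590 nm | Schedule: 16-min room-temperature incubation before reading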
Diaph act CS: activates diaphorase or chemically reduces, flagging diaphorase assay artifacts | Diaphorase/resazurin coupled assay, resorufin fluorescence, 16 min; hits give high values; 1 = vehicle wells, 0 = NADH-free wells | activation factor at 20 µM | 190,000 compounds, 0.005% hits | AID 1229;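 active = diaphorase activity raised at least twofold by the compound at 20 µM; inactive = activation factor below 2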
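Assay system: bacterial diaphorase enzyme (C. kluyveri) / Input: enzyme 0.07 U/mL final / Medium: 50 mM HEPES pH 7.4 with 4.542 mM MgCl2, 0.005% Tween 20 / Doses: single compound dose of 20 µM, 1% DMSO final / Incubation: 16 min enzyme reaction, ambient temperature / Signal: fluorescence, excitation 544 nm and emission 590 nm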
S1P3 antag: S1P3 (human) receptor antagonism | inhibition, % at 4.98 µM | Q99500 | AID 485 | 170,000 compounds, 0.27% hits | CHO S1P3 NFAT-BLA reporter, FRET fluorescence, antagonist mode;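 active = inhibition above the plate cutoff, the mean inhibition of test wells on that plate plus 3 SD, cut at about 28% in these data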;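 also: cells challenged with S1P at its EC80 of 0.8 µM; blue over green emission ratio from cleaved BLA substrate after 4 h stimulation; 0% = S1P-stimulated wells and 100% = unstimulated DMSO-only wells; some compounds past the cut are filed as inactive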
Target sequence (Q99500 whole entry, looked up): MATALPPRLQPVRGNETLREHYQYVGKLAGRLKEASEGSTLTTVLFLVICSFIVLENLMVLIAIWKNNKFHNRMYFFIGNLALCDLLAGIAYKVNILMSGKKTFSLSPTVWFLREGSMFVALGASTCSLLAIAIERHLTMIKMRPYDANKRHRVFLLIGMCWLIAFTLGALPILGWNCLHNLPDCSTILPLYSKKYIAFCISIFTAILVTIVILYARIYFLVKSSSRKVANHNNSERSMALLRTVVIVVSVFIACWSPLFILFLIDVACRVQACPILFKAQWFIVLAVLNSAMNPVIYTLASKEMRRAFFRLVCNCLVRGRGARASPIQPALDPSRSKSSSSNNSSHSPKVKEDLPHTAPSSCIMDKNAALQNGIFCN
Starred values were filed as active, the others as inactive; x = not tested or not shown. Rule as the data show it, unless noted: active = inhibition above about 50%; inactive = the rest.

SMILES	Hsp70 activator	TLR4-MyD88 BLA	Redox H2O2 prof	Lmaj promast	PMI act hi M6P	G6PDH CS	RAM inhibit	PMI activator	Diaph inh CS	Diaph act CS	S1P3 antag
CSc1cccc(NC(=O)c2ccco2)c1	0.1	-6	-1.2	5	0.9	6	-0.5	0.9	21	0.8	-7
O=C(CCC1CCCCC1)N1CCN(Cc2ccc3c(c2)OCO3)CC1	0.0	2	2.2	96*	0.8	-5	1.0	0.8	18	0.8	-28
CC(C)(C)n1nnnc1C(c1cc2cc3c(cc2[nH]c1=O)OCO3)N1CCN(c2ccccc2)CC1 (stereo unspecified)	-0.3	-6	0.5	4	0.8	2	-1.1	0.9	41	0.6	-10
CC(=O)NC(CSC(CC(=O)c1ccco1)c1ccc(C)cc1)C(=O)O (stereo unspecified)	-0.3	1	-1.5	18	1	4	-1.0	1	12	0.9	-10
OCCC1CN(Cc2cccc(C(F)(F)F)c2)CCN1Cc1ccccc1 (stereo unspecified)	-0.4	-2	13	80*	0.8	13	-0.8	0.8	30	0.7	-6
O=C(CCCC(=O)N(CC(=O)NC1CCCC1)C1CCCC1)Nc1ccccn1	-0.2	13	1.8	-7	1.1	22	0.4	1.1	1	1	-16
CCOC(=O)c1c(C)n(C)c2ccc(OC(=O)c3ccco3)cc12	-0.1	-7	3.2	-7	1	2	3.6	0.9	21	0.8	x
CC1CN(S(=O)(=O)c2ccc(C(=O)Nc3nc(-c4cc5ccccc5o4)cs3)cc2)CC(C)O1 (stereo unspecified)	-0.2	-11	-0.4	4	1.1	12	5.1	1	2	1	-3
CCc1ccc(NC(=O)NCCN2CCc3ccccc3C2)cc1	-0.2	4	2.9	12	1.1	1	0.7	1.1	4	1	4
COc1ccc(C(=O)CN2C(=O)COc3ccccc32)cc1	-0.5	-6	-0.8	-6	1.1	9	0.5	1	-14	1.1	-19
Cc1ccc[n+](/C(C(=S)NCc2ccco2)=C(/[O-])c2ccccc2Cl)c1	-0.1	-6	-2.1	4	1.1	3	1.4	1.1	20	0.8	x
Cc1ccc(C)c(NC(=O)C(=O)NCCc2c[nH]c3ccccc23)c1	0.0	-5	-0.5	9	0.9	0	3.3	0.9	10	0.9	4
COc1cc(-c2cc(OC)c3c(C)oc(C)c3c(=O)c2)ccc1O	-0.1	-5	-0.3	18	0.9	12	0.9	1.2	20	0.8	-22
COc1ccc(NCc2nnc(SCC(=O)Nc3cc(C)cc(C)c3)o2)cc1	0.1	-5	1.8	29	0.7	8	1.0	0.7	25	0.8	-35
O=Cc1c(N2CCOCC2)nc2ccccn2c1=O	-0.4	-9	-0.7	-3	1	0	-0.3	1.1	20	0.8	2
N#C/C(=N\Nc1cccc2ccccc12)c1nnc2n1CCCCC2	-0.1	9	0.8	-1	1.8	-25	3.6	1.3	14	0.9	-14
CCOCCOC(=O)C(C)Oc1ccc(Oc2ncc(Cl)cc2Cl)cc1 (stereo unspecified)	-0.5	0	0.1	-9	1	-6	-0.4	1	8	0.9	2
COC(=O)N/N=C/c1cc(Cl)cc(Cl)c1OCc1ccc(F)cc1	-0.1	-4	0.0	-3	1	-2	2.6	1	6	0.9	-6
Fc1ccc(CNC(=S)Nc2ccc(OC(F)F)cc2)cc1	-0.2	13	0.2	63*	0.9	8	0.7	1	0	1	10
CC(=O)Nc1ccc(NC(=S)NC(=O)c2oc3ccccc3c2C)cc1	-0.5	0	0.4	-5	1.1	5	4.6	1	12	0.9	0
O=C(CSc1nnc(-c2ccc3c(c2)OCCO3)o1)N1CCCC1	-0.1	5	-0.9	-3	1.1	7	1.3	1.1	-5	1	-31
CCCC(=O)Nc1sc2c(c1C#N)CCCCC2	0.5	4	0.4	-3	1	2	2.2	1	5	1	x
Cc1cnc(NC(=O)CSc2nnc(Cc3ccccc3)o2)s1	-0.2	-18	-0.3	-4	0.9	-2	2.2	0.9	7	0.9	-8
N#Cc1c(-c2ccccc2)cc(-c2ccccc2)nc1SCc1nnc(-c2ccccc2)o1	-0.3	-3	3.1	60*	0.9	5	2.8	1	10	0.9	x
CCCNC(=O)COC(=O)c1cccnc1Nc1ccccc1F	-0.3	-18	-1.1	-5	1.1	2	0.4	1	10	0.9	-6

Ordered by length of the SMILES (lowest first): some entries from above.
SMILES	Hsp70 activator	TLR4-MyD88 BLA	Redox H2O2 prof	Lmaj promast	PMI act hi M6P	G6PDH CS	RAM inhibit	PMI activator	Diaph inh CS	Diaph act CS	S1P3 antag
CCc1ccc(NC(=O)NCCN2CCc3ccccc3C2)cc1	-0.2	4	2.9	12	1.1	1	0.7	1.1	4	1	4
Cc1cnc(NC(=O)CSc2nnc(Cc3ccccc3)o2)s1	-0.2	-18	-0.3	-4	0.9	-2	2.2	0.9	7	0.9	-8
N#C/C(=N\Nc1cccc2ccccc12)c1nnc2n1CCCCC2	-0.1	9	0.8	-1	1.8	-25	3.6	1.3	14	0.9	-14
CC(=O)Nc1ccc(NC(=S)NC(=O)c2oc3ccccc3c2C)cc1	-0.5	0	0.4	-5	1.1	5	4.6	1	12	0.9	0
O=C(CCCC(=O)N(CC(=O)NC1CCCC1)C1CCCC1)Nc1ccccn1	-0.2	13	1.8	-7	1.1	22	0.4	1.1	1	1	-16

Next records follow:
SMILES	Hsp70 activator	TLR4-MyD88 BLA	Redox H2O2 prof	Lmaj promast	PMI act hi M6P	G6PDH CS	RAM inhibit	PMI activator	Diaph inh CS	Diaph act CS	S1P3 antag
COc1ccc(C2CC(=O)N(CC(=O)NCC3CCCO3)c3ccccc3S2)cc1 (stereo unspecified)	0.2	8	-0.7	-6	1	6	-0.2	1	10	0.9	8
CNc1ccc(/C=C/C(=O)c2ccc3c(c2)OCCO3)cc1[N+](=O)[O-]	-0.5	4	-0.6	41	0.9	-1	9.0*	1	16	0.8	-19
COC(=O)CSc1nnc2c(C)cc3cc4c(cc3n12)OCCO4	x	x	x	x	1	-6	x	1	14	0.9	14
O=c1cc(CO)oc(C(Nc2ccccn2)c2ccccc2F)c1O (stereo unspecified)	-0.3	2	-3.3	-5	x	x	x	x	x	x	-40
COc1ccc(/C=C/C(=O)N(C)c2ccccc2C(=O)O)cc1	-0.1	9	-0.5	6	1	6	-0.9	1.1	-1	1	-5
CS(=O)(=O)N(CC(=O)NCc1ccc(Cl)cc1)C1CCCCC1	-0.1	-8	1.6	-9	1	0	0.6	1	2	1	x
Cc1ccc2nc(SCC(=O)NCc3ccco3)[nH]c2c1	-0.5	-7	-16	-2	1	-1	0.4	1	7	0.9	x
COc1ccc([N+](=O)[O-])cc1NCc1ccccc1C	0.0	4	-3.1	6	0.9	5	1.8	0.9	26	0.7	x
COc1ccc(NC(=O)CN(C)C(=O)c2ccc(C)s2)cc1	-0.1	1	1.2	-7	1	6	-1.2	1	5	1	x
O=C(C1=C[C@H](C2CC2)C[C@H](OCc2ccc(CO)cc2)O1)N1CCN(Cc2ccc3c(c2)OCO3)CC1	-0.4	-13	-1.1	31	0.9	6	-0.1	0.9	25	0.8	-2
Cc1ccc(NC(=O)Nc2ccccc2CC[N+](=O)[O-])cc1	-0.2	3	3.9	-3	1	0	1.2	1.1	-5	1	0
COc1ccc(S(=O)(=O)N(C)CC(=O)Nc2cccc(C(C)=O)c2)cc1Cl	0.0	1	0.2	6	1	-6	-0.9	1	6	0.9	x
Cc1ccc(C)c(OCCSc2nnc(-c3cccnc3)n2N)c1	-0.2	-12	-0.4	2	0.9	3	0.6	1	2	1	-6
CC(C)(C)c1ccc(C(=O)C2CCCN(C(=O)C3CCOCC3)C2)cc1 (stereo unspecified)	-0.3	-1	-0.4	0	x	14	0.7	x	x	x	6
Cc1ccccc1Nc1scc(-c2ccc(Cl)cc2)[n+]1-c1ccccc1C	-0.2	4	0.9	35	1.1	4	3.6	1.1	9	0.9	2
CC1Cc2ccccc2N1C(=O)c1cc2c(=O)n3ccccc3nc2n1C (stereo unspecified)	-0.1	-6	-0.1	13	0.9	4	3.9	0.9	6	0.9	34
CCCCN(CCCC)NC(=O)c1ccccc1	-0.1	-5	-0.9	8	1	9	1.6	1	1	1	-4
COc1cc(Nc2ccc(C(=O)O)cc2[N+](=O)[O-])cc(OC)c1	-0.5	5	0.0	-2	0.8	-4	10*	1	10	0.9	8
Cc1cc(C)n(C(CC(=O)O)C(=O)O)n1 (stereo unspecified)	-0.1	1	0.1	-6	1.1	2	-0.6	1	3	1	2
C=C(C)CSc1nnc(CCNC(=O)OC(C)(C)C)o1	-0.4	-1	0.4	-5	0.9	4	-0.3	1	20	0.8	-21
COc1ccc(C(C)=O)cc1COC(=O)c1cnc(C)cn1	-0.4	-15	0.0	-1	1.1	8	-0.2	0.9	-6	1.1	-8
COC(=O)c1nn(-c2ccc(Oc3ccccc3)cc2)c(=O)cc1O	-0.1	-6	-2.1	-5	1	2	0.6	1.2	8	0.9	-24
Nn1c(=O)[nH]c2ccccc2c1=O	0.7	-2	0.1	-8	1.1	7	-0.3	1.1	-12	1.1	19
O=C(Nc1cc2c(cc1Br)OCCCO2)c1ccccc1	0.1	-4	0.2	-4	1.1	-2	3.4	1	-8	1.1	-2
CCCCOc1ccc(C2C(C(=O)c3ccc(C)o3)=C(O)C(=O)N2CC2CCCO2)cc1 (stereo unspecified)	-0.4	4	-0.3	53*	1	2	1.9	1.2	7	0.9	0
CCCC(=O)N(CCN(Cc1ccccc1)C(=O)CCC)Cc1ccccc1	-0.3	13	2.1	8	1	3	0.4	1	2	1	x
Cc1ccsc1/C=C(\C#N)C(=O)NCc1cccnc1	-0.2	1	-0.5	20	1	-2	-0.6	1	4	1	9
Cc1cnc([N+](=O)[O-])n1CCOC(=O)NC(=O)c1ccccc1	-0.2	-25	-1.2	9	1	12	0.9	1	12	0.9	-14
O=C(NCc1ccco1)c1nc2c(nnn2Cc2ccccc2Cl)c(=O)[nH]1	-0.3	-5	0.6	-3	1.1	4	8.3	1.1	15	0.8	x

Screening data deposited in PubChem by several laboratories.
